eLon inh: inhibitors of E. coli Lon protease, primary screen, biochemical, fluorescence polarization. P0A9M0. purified E. coli Lon protease. inhibition, % at 7.94 µM. 360,000 compounds, 0.42% hits. AID 602123, 2011; in the data active = inhibition above about 13%, passing the limit was not always enough;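 note: 0% = enzyme with probe and DMSO and 100% = no enzyme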
MT1-MMP act inh: blockers of MT1-MMP proenzyme processing, primary screen, HT1080 RFP-PRO-GFP cells, GFP/RFP fluorescence | Matrix metalloproteinase-14 (Homo sapiens), P50281 | GFP/RFP ratio fluorescence, overnight; percent of plate control window, DMSO zero | GFP/RFP ratio change, % at 20 µM | 360,000 compounds, 0.061% hits;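 active = GFP/RFP ratio change of at least 30% with cell ATP level not reduced by more than half and red fluorescence within 50% of control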; note: strong numbers were not always called active
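Read-out: GFP/RFP fluorescence ratio; Test system: RFP-PRO-GFP reporter HT1080 cells; Compound dosing: single-point 20 µM compound, 1% DMSO; Times: overnight compound exposure at 37 °C.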
Rin1 Abl inh: inhibitors of Rin1-Abl protein binding, primary screen, biochemical, TR-FRET; AID 588664, 2011; Tyrosine-protein kinase ABL1 (Homo sapiens) + Ras and Rab interactor 1 (Homo sapiens), …; inhibition, % at 7.35 µM; 360,000 compounds, 0.4% hits; in the data active = inhibition above about 5%, passing the limit was not always enough
SKN-1 block: suppressors of acrylamide-induced Pgst-4::GFP reporter in worms, primary screen, SKN-1 inhibitor project, whole organism, uHTS, GFP/RFP fluorescence ratio, strain VP596; 360,000 compounds, 0.49% hits; AID 624304, 2012; inhibition, % at 21.8 µM; C. elegans VP596 Pgst-4::GFP/RFP ratio, 24 h;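 active = interference check ratio from 0.5 to 1.5 plus GFP to RFP signal ratio inhibition reaching or exceeding a fixed threshold, cut at about 30% in these data, passing the limit was not always enough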; note: some compounds called inactive have numbers as strong as hits
MsrA inh: bovine MsrA enzyme inhibitors, primary screen, biochemical, absorbance, HTS. purified bovine MsrA, absorbance read-out. 360,000 compounds, 0.75% hits. inhibition, % at 15.5 µM. AID 651718, 2012; in the data active = inhibition above about 4.5%;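 note: 0% = vehicle wells with enzyme and 100% = reference inhibitor wells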
Neddylation inh: inhibitors of cullin neddylation, primary screen, biochemical, TR-FRET, uHTS, NAE and Ubc12; NEDD8-conjugating enzyme Ubc12 (Homo sapiens) + NEDD8-activating enzyme E1 regulatory …; 360,000 compounds, 0.58% hits; calls only at 25 µM; in the data active = inhibition above about 36%
FAS-TE inh: FAS thioesterase domain inhibitors, primary screen, biochemical, fluorescence intensity, uHTS; Fatty acid synthase (Homo sapiens), P49327; recombinant FAS-TE, OMFH fluorogenic substrate, fluorescence endpoint; inhibition, % at 15 µM; 360,000 compounds, 0.67% hits;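 active = compounds whose normalised, plate-corrected inhibition of enzyme fluorescence in the single-dose primary screen is 50% or more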;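 note: 0% = DMSO with enzyme and 100% = substrate without enzyme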
CendR NRP1 mod: modulators of CendR peptide binding to NRP-1, primary screen, biochemical, fluorescence polarization, uHTS; Neuropilin-1 (Homo sapiens), O14786; FAM-RPARPAR peptide binding to NRP-1; inhibition, % at 25 µM; 360,000 compounds, 0.85% hits;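 active = inhibition or corrected inhibition above about 18%, plus a signal ratio from 0.5 to 1.5, limit read from the data, passing the limit was not always enough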; note: strong numbers were not always called active
MsrA act: bovine MsrA enzyme activators, primary screen, biochemical, absorbance, HTS; Methionine sulfoxide reductase A (Bos taurus); purified bovine MsrA, absorbance read-out; activation, % at 10.6 µM; 360,000 compounds, 0.3% hits; AID 602163, 2012; in the data active = activation above about 7.5%;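 note: 0% = vehicle and 100% = reference activator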
An asterisk follows results filed as active; i = inactive; nt = no result given; + = active, no number.

SMILES	eLon inh	MT1-MMP act inh	Rin1 Abl inh	SKN-1 block	MsrA inh	Neddylation inh	FAS-TE inh	CendR NRP1 mod	MsrA act
CCOc1c(Cl)cc(CNCC(O)c2ccccc2)cc1OC (centres undefined)	-4	-3	-2	0	0.1	i	-9	0	-7
CCOc1ccccc1N1CCN(C(=O)CN2C(=O)NC3(CCCC3)C2=O)CC1	-9	-1	-1	-15	-0.5	i	-4	-7	-5
COc1cccc(NC(=O)CN(C)C(=O)c2c(C)nn(CC(C)C)c2Cl)c1	-11	1	1	14	0.1	i	-3	1	-2
CC1CCCCC12NC(=O)N(CC(=O)Nc1ccc3[nH]c(=O)[nH]c3c1)C2=O (centres undefined)	-19	3	4	18	0.6	i	-6	2	-3
Cc1cc(C)c(OCCOCCN2CCCC2)c(C)c1	-1	2	-3	2	0.2	i	-7	-6	-4
COc1cccc(CN2CC(C(=O)N3CCCCCCC3)CCC2=O)c1 (centres undefined)	-13	2	2	4	-0.3	i	0	-2	-1
O=C(COC(=O)c1ccc(Cl)nc1)Nc1ccc2c(c1)CCC2	5	0	3	-2	-0.1	i	-2	8	-7
O=C(c1cc(S(=O)(=O)N2CCCCC2)ccc1N1CCOCC1)N1CCN(Cc2ccccc2)CC1	5	0	-2	2	0.2	i	-4	2	-8
CCC1CN(C(=O)NCc2ccccc2)c2cc(C)ccc2O1 (centres undefined)	-1	1	1	-9	-0.8	i	6	-4	-3
CC(=O)C1C(c2ccc(Cl)cc2)NC(=O)NC1(O)C(F)(F)F (centres undefined)	3	3	-4	-15	-1.1	i	-7	-7	-6
CCC(C)N(C(=O)c1csnn1)C(C(=O)NCc1ccc(F)cc1)c1ccccc1 (centres undefined)	-3	4	-1	0	0.4	i	-5	4	-1
N#Cc1ccccc1NC(=O)CN1CCN(c2ccccn2)CC1	0	1	-3	1	-0.5	i	-6	4	-3
CCC(=O)NC(c1ccco1)c1cc(Cl)c2cccnc2c1O (centres undefined)	-6	-7	7	3	2.1	i	2	-12	-4
CCCCn1nc(C(=O)Oc2ccc3c(C)cc(=O)oc3c2)c2ccccc2c1=O	-8	-2	2	3	-0.1	nt	-2	11	-3
O=C(CC(=O)c1ccccc1)Nc1cc(C(F)(F)F)ccc1Cl	-6	-7	0	14	0.7	i	10	10	-5
Fc1ccc(Nc2nc(NCc3ccccc3)nc3ccsc23)cc1	-7	-14	-1	15	3.2	i	22	-12	0
CCCCCCOc1cccc(N)c1	-7	-4	-4	18	-0.8	i	2	-1	-1
c1ccc(CCCCc2ccccn2)cc1	-4	1	2	17	1.8	i	0	-5	0
COc1ccc(C(=O)COC(=O)[C@H](C)Nc2ccc(C(F)(F)F)cc2[N+](=O)[O-])cc1	-10	3	1	-2	0.8	i	-6	-6	0
Cc1ccc(C(=O)NCC(=O)OCN2C(=O)c3ccccc3C2=O)cc1C	-2	-2	4	4	-0.6	i	-6	-3	-9
O=C(CNc1ccc2c(c1)OCO2)N/N=C\c1ccccc1Cl	-1	-27	4	2	1.2	i	2	9	-5
CCOC(=O)N1CCN(CC(=O)Nc2ccc(C)cc2)CC1	1	-1	2	10	-0.6	i	-8	-8	2
O=C(CCC1=NS(=O)(=O)c2ccccc2N1)NC1CCCCCCC1	6	2	4	-5	0.0	i	-4	1	-9
CCCNC(=O)NC(=O)CSc1nnc(-c2ccncc2)n1CC	0	3	0	3	-0.8	i	-9	-1	-1
Cc1ccc(NC(=O)C(=O)NCC2CCN(C(=O)c3cccc([N+](=O)[O-])c3)CC2)cc1	-7	1	-2	3	-0.4	i	1	8	-4
Going on with the list.
SMILES	eLon inh	MT1-MMP act inh	Rin1 Abl inh	SKN-1 block	MsrA inh	Neddylation inh	FAS-TE inh	CendR NRP1 mod	MsrA act
CCc1nc(-c2ccccc2)c2ccccn12	1	-2	-3	-1	-0.4	i	-4	-14	-4
O=C(Nc1ccccc1C(=O)NCCN1CCOCC1)c1ccco1	-5	0	2	4	0.9	i	-6	-10	-6
COc1ccc(CCNC(=O)C2CCN(S(=O)(=O)c3c(C)noc3C)CC2)cc1OC	6	1	-2	16	-0.6	i	-12	1	-11
C/C(=N\Nc1nc(C(C)(C)C)cs1)c1ccccc1	2	-6	0	11	3.3	i	30	-8	-5
C=CCN1C(=O)S/C(=C\c2ccc3c(c2)n(C)c(=O)n3C)C1=O	-1	8	-1	4	1.2	i	-3	2	-3
O=C(C[n+]1cccc(C(=O)Nc2ccccc2)c1)c1ccc(Cl)cc1	8	3	nt	1	0.1	i	-1	-7	-3
CC(C)C(=O)NNC(=O)C1CC1(c1ccccc1)c1ccccc1 (centres undefined)	2	-1	0	-14	-0.9	i	-3	-6	-11
O=C1C=C(NCc2ccc(Cl)cc2)CCC1	3	7	0	3	0.3	i	-7	11	-2
CN(C)S(=O)(=O)N1CCC(Oc2cccc(C(=O)NCCC3=CCCCC3)c2)CC1	-4	-2	1	3	-0.2	i	15	1	-2
CC[C@]12c3[nH]c4ccccc4c3CCN1C(=O)C(CC(=O)NCC13CC4CC(CC(C4)C1)C3)C[C@@H]2C(=O)N1CCN(C(=O)c2ccco2)CC1 (some centres undefined)	-2	-5	-3	-8	0.4	i	18	-12	0
Cc1ccc(C(=O)Oc2ccc(-c3nnco3)cc2)o1	1	7	2	8	-0.7	i	3	6	-7
CC(C(=O)Nc1nnc(C2CC2)s1)N1C(=O)C2CC=CCC2C1=O (centres undefined)	8	-1	5	-3	-0.3	i	-1	0	-2
CC(C)C(=O)NC(c1ccccc1Cl)c1c(O)ccc2ccccc12 (centres undefined)	-6	-7	1	-4	nt	i	-8	8	-11
O=C(O)c1cc(-c2ccc3ccccc3n2)nc2ccccc12	8	2	1	-16	2.2	i	-4	-6	-9
CC(C)c1cccc(C(C)C)c1OC(=O)[C@H]1OC(C(C)(C)C)=C[C@@H]1c1ccccc1	7	6	2	-9	1.1	i	17	9	-3
Cc1[nH]c(C)c(S(=O)(=O)N2CCCCC2)c1C(=O)N1CCCC1	5	0	-1	1	1.7	i	-7	-6	0
COc1ccc(Cc2c(C3CCCCC3)nc3ccc(Cl)cn23)c(C)c1	-6	-1	4	6	-0.9	i	21	-7	-1
O=C(Nc1cccc(Cl)c1)c1ccccc1NC(=O)C1CCCCC1C(=O)O (centres undefined)	-4	1	-2	18	-0.1	i	1	7	0
Cc1cc(Oc2ccc(N)cn2)cc(C)c1Cl	-58	-11	1	17	0.9	i	3	-12	-4
Cn1c(CNC(=O)Cc2ccc3c(c2)OCO3)nnc1SCc1ccccc1	-10	2	4	-2	1.8	i	-4	8	-6
COc1cccc2[nH]c3c(N4CCCCC4)ncnc3c12	8	32*	-1	17	2.0	+	-4	-8	-3
CN(CC(=O)Nc1ccccc1C(=O)NC1CC1)Cc1ccc(N(C)C)cc1	-9	1	3	8	-0.4	i	2	11	-3
COC(=O)c1c(N)sc(C(=O)N2CCOCC2)c1C	3	2	4	-12	0.9	i	-12	-2	-7
COc1ccc(Cn2cc(CN(C)C3CN(Cc4cn(Cc5ccc(OC)cc5)nn4)S(=O)(=O)C3)nn2)cc1 (centres undefined)	-4	5	nt	7	-0.9	i	-12	18	-4
CC(C)(Oc1ccc(Cl)cc1)C(=O)Nc1c2c(nn1C(C)(C)C)CS(=O)(=O)C2	-4	4	1	-11	0.9	i	-1	9	1

In a second layout: entries from further up.
> Cc1cc(Oc2ccc(N)cn2)cc(C)c1Cl
  eLon inh = -58
  MT1-MMP act inh = -11
  Rin1 Abl inh = 1
  SKN-1 block = 17
  MsrA inh = 0.9
  Neddylation inh = i
  FAS-TE inh = 3
  CendR NRP1 mod = -12
  MsrA act = -4

> Cn1c(CNC(=O)Cc2ccc3c(c2)OCO3)nnc1SCc1ccccc1
  eLon inh = -10
  MT1-MMP act inh = 2
  Rin1 Abl inh = 4
  SKN-1 block = -2
  MsrA inh = 1.8
  Neddylation inh = i
  FAS-TE inh = -4
  CendR NRP1 mod = 8
  MsrA act = -6

> COc1cccc2[nH]c3c(N4CCCCC4)ncnc3c12
  eLon inh = 8
  MT1-MMP act inh = 32*
  Rin1 Abl inh = -1
  SKN-1 block = 17
  MsrA inh = 2.0
  Neddylation inh = +
  FAS-TE inh = -4
  CendR NRP1 mod = -8
  MsrA act = -3

Next section.
SMILES	eLon inh	MT1-MMP act inh	Rin1 Abl inh	SKN-1 block	MsrA inh	Neddylation inh	FAS-TE inh	CendR NRP1 mod	MsrA act
CCCCCc1ccc(CC(=O)O)cc1	1	0	2	2	0.1	i	-3	38*	-6
Cc1cc(C)cc(OCC(=O)OCC(=O)c2cc(C)n(C3CC3)c2C)c1	12	6	3	-14	0.5	i	20	1	-9
CCOC(=O)c1cnc2ccc(OC)cc2c1Nc1ccc(N2CCN(C)CC2)cc1	-7	-2	-10	-3	1.4	i	1	1	0
O=C(NNC(=O)c1cccc2ccccc12)c1ccc2c(c1)OCO2	2	0	1	-1	-0.5	i	-5	13	-3
O=C(Cn1nnc(-c2ccccc2Cl)n1)Nc1cccc(S(=O)(=O)N2CCCC2)c1	-3	6	-1	6	0.0	i	10	2	1
CC(NC(=O)c1cccs1)c1ccc(Cl)cc1 (centres undefined)	11	-3	-3	2	0.1	i	0	8	-6
O=Cc1cccn1-c1sc2c(c1C(=O)O)CCCC2	-13	3	3	12	-0.2	i	-9	0	-2
CCOC(=O)C1CCN(c2ccc(C(N)=O)cc2[N+](=O)[O-])CC1	3	5	-6	-2	0.9	i	-7	6	-5
Cc1ccc(NCC(=O)N/N=C\c2cccc(O)c2)cc1	11	2	-3	10	1.3	i	-4	2	-2
COc1cc2c(c(NC(C)=O)c1)N(C(C)=O)CCC2	-8	0	0	10	-0.6	i	-2	6	0
Cc1cc(=O)[nH]c(=S)n1-c1ccccc1	-10	-7	0	-6	-0.9	i	-4	-8	2
O=C(Nc1ccc(Cl)cc1)C1CCCN1C(=O)NCc1ccccc1 (centres undefined)	-9	0	-1	0	-1.1	i	-5	5	-3
CSc1ccccc1NC(=O)c1c(C)noc1C	-5	-2	-1	9	-0.7	i	-10	8	-2
COc1cc(CN2CCN(c3cccc(Cl)c3)CC2)cc(OC)c1OC	-2	-6	-3	-8	-0.8	i	5	-6	-5
Cc1cccc(C(=O)N2CCN(c3ncnc4c3cnn4-c3ccccc3)CC2)c1	2	4	1	-15	-0.2	i	-22	-2	-6
c1ccc2nc(N3CCOCC3)c(N3CCOCC3)nc2c1	-3	-3	-2	-1	-0.5	i	-6	-4	-3
COc1cc(/C=N/NC(=O)COc2ccc(-n3cnnn3)cc2)ccc1OCC(N)=O	22*	5	0	-11	0.7	i	-8	-7	-7
CCOC(=O)Cc1csc(SCC(=O)Nc2cc(C)ccc2OC)n1	0	1	-2	-2	0.4	i	2	6	-3
COc1ccc(-c2ccc([C@H]3[C@@H]4C=CCC[C@@]4(C)C(=O)N3Cc3ccccc3)c(F)c2)cc1OC	4	-5	-1	4	0.4	i	22	8	-5
Cc1c(Cl)cccc1NC(=O)Cn1nnc(C(=O)NCc2cccs2)c1N	-5	0	2	3	-0.7	i	-6	-2	-4
CCCNC(=O)C(Cc1cccc(C#N)c1)NC(=O)c1ccc(C#N)cc1 (centres undefined)	6	-7	1	7	0.8	i	7	6	-2
COc1ccc(N2CCN(C(=O)CCCn3c(=S)[nH]c4cc5c(cc4c3=O)OCO5)CC2)cc1	-5	4	0	18	1.4	i	17	-4	-2
Cc1cc(C)nc(N/N=C/C2=C(O)CC(c3ccc(F)cc3)CC2=O)n1 (centres undefined)	1	2	-1	-8	0.8	i	35	2	-1

Screening data deposited in PubChem BioAssay by several laboratories.

The order is random (roughly 4.2% active in at least one column).
